# HP1b binding inh: HP1-beta chromodomain-methylated histone interaction inhibition. P83916. AlphaScreen HP1-beta / biotin-H3K9me3 peptide binding. Potency, µM (series often up to 114 µM), inactives show at the top dose activity change, negative = inhibition, hits mostly inhibitors. hit rate 0.56% among 390,000; further: potency means the concentration at half of the fitted maximal effect; nearly all actives have a fitted effect of over 70% in size; inactives centre near 23
# Target sequence (P83916 whole entry, looked up): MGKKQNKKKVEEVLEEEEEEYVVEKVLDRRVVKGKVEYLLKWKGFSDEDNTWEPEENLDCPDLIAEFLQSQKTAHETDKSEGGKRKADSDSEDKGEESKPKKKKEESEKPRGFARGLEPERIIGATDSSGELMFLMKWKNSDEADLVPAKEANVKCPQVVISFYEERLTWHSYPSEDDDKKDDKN
#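 Compound inhibition of the preformed complex between 50 nM HP1-beta and 50 nM biotinylated H3K9me3 peptide was read by AlphaScreen. Buffer was PBS pH 7.4 with 0.01% Tween-20. Incubations ran 30 min at room temperature, with 10 ug/mL donor/acceptor beads.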
# PGK inhibitor: blocks T. brucei phosphoglycerate kinase; P07378; PGK/GAPDH coupled, Kinase-Glo luminescence, 60 min; Potency, µM (series often up to 57.5 µM), for the others: at the top dose activity change, negative = inhibition, most hits filed as inhibitors; hit rate 0.043% among 380,000; further: potency means the concentration at half of the fitted maximal effect; on the % scale 0 is the no-effect control and ±100 the full control effect; nearly all actives have a fitted effect of over 60% in size
# Target sequence (P07378 whole entry, looked up): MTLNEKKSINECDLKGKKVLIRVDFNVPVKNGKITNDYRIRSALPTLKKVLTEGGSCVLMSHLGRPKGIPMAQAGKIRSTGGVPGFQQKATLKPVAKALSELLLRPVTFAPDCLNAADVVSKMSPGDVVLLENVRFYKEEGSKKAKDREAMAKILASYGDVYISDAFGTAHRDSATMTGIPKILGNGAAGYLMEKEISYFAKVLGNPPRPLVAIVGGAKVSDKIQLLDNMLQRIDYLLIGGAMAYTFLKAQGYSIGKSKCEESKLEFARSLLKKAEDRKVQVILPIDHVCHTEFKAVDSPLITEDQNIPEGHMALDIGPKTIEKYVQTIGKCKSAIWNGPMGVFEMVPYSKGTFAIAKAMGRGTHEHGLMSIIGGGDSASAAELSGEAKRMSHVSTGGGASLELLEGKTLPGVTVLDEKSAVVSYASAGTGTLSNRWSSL
#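 Luminescent ATP detection (Kinase-Glo Plus) follows a 60-minute room-temperature incubation, with wells lacking PGK as controls. Buffer: 100 mM TEA (pH 7.6), 5 mM MgCl2, 0.01% Tween-20. Coupling enzyme GAPDH (100 nM final) supplies unstable 1,3-BPG in-well.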
# PI4K2A block: inhibitors of human PI4K2A; hit rate 0.13% among 420,000; activity change, negative = inhibition, % at 76.9 µM; purified PI4K2A, ADP-Glo luminescence, 1 h; stronger effect = lower value; Q9BTU6; in the data active means activity change below about -50%; inconclusive means mostly about -30% to -49%;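 further: -100% = wells without enzyme as full effect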
#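 Compounds are screened against recombinant PI4K2A using PI as substrate and ATP, the latter dispensed at 300 microM. Reactions run one hour at ambient temperature before ADP-Glo detection; full inhibition defined by wells lacking enzyme.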
# BAZ2B block: BAZ2B (human) inhibition | Potency, µM (top dose mostly 114 µM), for inactives: at the top dose activity change, negative = inhibition, hits mostly inhibitors | hit rate 4.4% among 360,000 | Q9UIF8 | AID 504333 | AlphaScreen BAZ2B-H3K14Ac peptide displacement; further: potency means the concentration at half of the fitted maximal effect; on the % scale 0 is the no-effect control and ±100 the full control effect; nearly all actives have a fitted effect of over 60% in size
#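 In this displacement format the biotinylated H3(5-23) peptide acetylated at Lys14 serves as ligand at 50 nM, with BAZ2B at 50 nM in PBS pH 7.4 containing 0.01% Tween-20. Donor and acceptor beads are 10 ug/mL final.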
# JMJD2A Tudor inh: blocks the human JMJD2A Tudor domain | O75164 | AlphaScreen JMJD2A-Tudor / H3K4me3 peptide binding | Potency, µM (highest dose often 114 µM), for inactives: at the highest dose activity change, negative = inhibition, usual class: inhibitors | hit rate 4.4% among 390,000 | AID 504339; further: potency means the concentration at half of the fitted maximal effect; on the % scale 0 is the no-effect control and ±100 the full control effect; nearly all actives have a fitted effect of over 50% in size
# GLS inhibitor: blocks human kidney-isoform glutaminase activity; O94925; Potency, µM (doses to about 45.5 µM), for the others: at the highest dose activity change, negative = inhibition, most hits filed as inhibitors; GLS enzymatic activity, qHTS titration; hit rate 0.21% among 410,000; further: potency means the concentration at half of the fitted maximal effect; on the % scale 0 is the no-effect control and ±100 the full control effect
#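 hKGA; 45 mM KH2PO4 pH 8.2 + 0.02% Tween-20; cpd via pin tool; 1 mM Gln soln; GluOx/HRP/Amplex Red; RT 30 min; fluor. t0 & final.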
# Pin1 inh: human Pin1 inhibition; Q13526; Pin1 FP peptide displacement, HiFluor488, 10 min; Potency, µM (series often up to 115 µM), without a hit: at the highest dose activity, negative = inhibition, most hits filed as inhibitors; hit rate 0.009% among 390,000; AID 504891; active means well fitted inhibition curve with a large enough effect in the polarisation, with a control signal flat, not every such curve was filed as active; inconclusive means small, poorly fitted or top-dose-only effect, or effect the other way, or a change in a side signal; inactive means no such curve, though single readings can be large or run the other way; the % refers to the polarisation; further: potency means the concentration at half of the fitted maximal effect; on the % scale 0 is the no-effect control and ±100 the full control effect
# G9a block: G9a (human) methyltransferase inhibition | Q96KQ7 | hit rate 8.8% among 350,000 | G9a H3K9 monomethylation, AlphaScreen, 2 h | Potency, µM (doses to about 102 µM), inactives show at the highest dose activity, negative = inhibition, actives largely listed as inhibitors; further: potency means the concentration at half of the fitted maximal effect; on the % scale 0 is the no-effect control and ±100 the full control effect; nearly all actives have a fitted effect of over 75% in size
# Target sequence (Q96KQ7 913-1193 limits assumed): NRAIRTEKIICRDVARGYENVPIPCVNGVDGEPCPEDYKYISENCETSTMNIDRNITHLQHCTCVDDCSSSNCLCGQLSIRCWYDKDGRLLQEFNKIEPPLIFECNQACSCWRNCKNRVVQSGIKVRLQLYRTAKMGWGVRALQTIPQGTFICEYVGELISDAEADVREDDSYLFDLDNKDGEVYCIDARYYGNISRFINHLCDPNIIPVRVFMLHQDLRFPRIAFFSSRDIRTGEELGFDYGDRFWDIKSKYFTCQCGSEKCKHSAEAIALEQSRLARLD
#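 Enzyme 20 nM + cpd, 15 min RT; add b-H3K9 pep 500 nM / SAM 20 uM; 2 h RT; anti-H3K9me1 Ab 0.5 ug/mL + SA donor / anti-rabbit acceptor beads 20 ug/mL each, 10 min; AlphaScreen read.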
# ERG-DNA inh: blocks human ERG Ets domain binding to DNA; fluorescence polarization, His-ERG Ets domain / labelled DNA; Potency, µM (doses to about 76.9 µM), inactives show top-dose FP activity, negative = inhibition, most hits filed as inhibitors; hit rate 0.028% among 370,000; AID 624246; active means well fitted inhibition curve with a large enough effect in the polarisation, with a control signal flat; inconclusive means small, poorly fitted or top-dose-only effect, or effect the other way, or a change in a side signal; inactive means no such curve, though single readings can be large or run the other way; the % refers to the polarisation;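 further: polarization taken with two DNA probes labelled with fluorescein and Texas red; potency means the concentration at half of the fitted maximal effect; % of control where 0% means no effect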
#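 His-tagged ERG Ets domain (1 uM in the protein solution; 300mM KCl, 50mM Tris-HCl, 1mM EDTA, 1mM DTT, pH 7.5) received compound, then a probe mix of 5 nM fluorescein-DNA and 100nM Texas-615-DNA. Fluorescence polarization was read for both dyes.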
# * marks the source's active call; other numbers are inactive results; i = inactive; ? = inconclusive; / = no result given; [ ] = dose if it differs, or a comment. Unless noted, the call rests on the fitted dose curve; in most records, active means well fitted curve in the direction sought with a large enough effect; inconclusive means small, poorly fitted or top-dose-only effect, or another doubt; inactive means no such curve, though single readings can be large; an effect the other way counts as inactive or inconclusive.
HP1b binding inh	PGK inhibitor	PI4K2A block	BAZ2B block	SMILES	JMJD2A Tudor inh	GLS inhibitor	Pin1 inh	G9a block	ERG-DNA inh
39%	-12%	-2	3%	CCOc1ccccc1NC(=O)c1cccc(S(=O)(=O)N(Cc2ccccc2)c2ccccc2OC)c1	-2%	-5%	25%	21%	-3%
14%	-2%	-1	?	C=CCNc1nc(C(=O)OCC(=O)Nc2c(Cl)cccc2C(F)(F)F)cs1	35µM*	9%	-4%	?	19%
53%[activator]	5%	-2	/	COc1ccc2nc(NC(=O)c3cccc(OCc4c(C)noc4C)c3)sc2c1	-1%	-3%	18%	18%[59 µM]	3%
14%	-5%	0	0%	O=C(COC(=O)c1cnccn1)N=c1sccn1Cc1ccccc1Cl	-18%	3%	-4%	56µM*	5%
16%	-1%	-3	-13%	Cc1ccc(OCC(=O)OC(C)C(=O)NC2CCCCC2C)cc1C (stereo unspecified)	2%	9%	1%	2%[12.7 µM]	25%
19%	-22%	-9	-5%	Nc1nc2ccccc2nc1N1CCCC1	-3%	15%	2%	46%[59 µM]	11%
-13%	2%	19	-31%	O=C(/C=C\c1ccccc1OC(=O)c1ccccc1F)c1cc2ccccc2o1	-36%	4%	11%	45µM*	4%
31%	-6%	2	-15%	COc1cc2[nH]c(=S)n(C3CCN(Cc4ccccc4)CC3)c(=O)c2cc1OC	-5%	-31%	1%	-12%[59 µM]	4%
42%[activator]	0%	0	-2%	COc1ccc(NC(=O)COc2cccc3c2OC(C)(C)C3)c(OC)c1	3%	1%	1%	0%[0.501 µM]	8%
22%	-6%	7	-33%	COc1ccc(NC(=S)N(Cc2cccnc2)Cc2ccco2)cc1	-16%	-9%	-2%	?	2%
54%[activator]	-3%	-2	-1%	O=C(C1CCCN1S(=O)(=O)c1cccc2cccnc12)N1CCn2c1nc1ccccc12 (stereo unspecified)	-21%	-4%	3%	?	6%
4%	-4%	-5	-1%	CC(Sc1nnc(-c2cccs2)n1-c1ccccc1)C(=O)NCc1ccc2c(c1)OCO2 (stereo unspecified)	-27%	5%	5%	-16%	1%
32%	-2%	4	1%	CCOc1ccc2nc(Nc3nc4ccc(NC(C)=O)cc4s3)sc2c1	8%	-4%	6%	-14%[59 µM]	16%
26%	i	-2	?	O=C(CN(c1ccccc1)S(=O)(=O)c1ccccc1[N+](=O)[O-])Nc1cccnc1	-13%	-3%	-8%	4%	6%
5%	-8%	-2	15%	NC(=O)CN1CCOCCOCCOCCOCCOCC1	?	7%	-4%	/	-3%
-5%	5%	2	?	CN(C)CCCN(C(=O)c1ccc(S(=O)(=O)N2CCc3ccccc3C2)cc1)c1nc2c(F)cc(F)cc2s1	?	5%	1%	35µM*	-14%
26%	3%	1	3%	O=C(CCN1C(=O)c2ccccc2C1=O)N1CCN(c2ccccc2)CC1	-12%	13%	6%	6%	-3%
20%	-6%	-1	-32%	CCOC(=O)c1c(NC(=O)Cn2cnc([N+](=O)[O-])n2)sc2c1CCC(C)C2 (stereo unspecified)	-6%[57.1 µM]	1%	?	3%[0.501 µM]	-7%
49%[activator]	9%	1	-5%	CCCN(C1CCS(=O)(=O)C1)S(=O)(=O)c1cc(OC)ccc1OC (stereo unspecified)	-17%	3%	3%	-11%[59 µM]	-2%
32%	i	-2	3%	CCCCNC(=O)c1ccc(C)c(NC(=O)C2=C(C)OCCS2)c1	-6%	-2%	1%	16%	-10%
18%	6%	2	5%	CCOc1ccc(CCNC(=O)CN2C(=O)NC3(CCCc4ccccc43)C2=O)cc1OCC (stereo unspecified)	-6%	0%	10%	?	-10%
42%[activator]	i	-1	-6%	Cc1ccc(/C=N/Nc2nc(Cl)c(Cl)cc2Cl)s1	7%	10%	8%	-28%	-8%
35%	/	-2	1%	COc1ccc(/C=C/c2ccc3cccc(O)c3n2)c(OC)c1OC	0%	9%	?	-23%	-1%
15%	-8%	3	?	O=[N+]([O-])c1cccc(NC(=S)N2CCc3ccccc3C2)c1	-36%	14%	4%	-28%	-6%
42%[activator]	3%	-4	-7%	CCOc1ccc(NC(=O)C2CCCN(c3nn4c(=O)cc(C)nc4s3)C2)cc1 (stereo unspecified)	0%	-1%	7%	/	-4%
-10%	-6%	7	-30%	CCOc1ccc(NC(=O)/C=C/c2ccccc2)c([N+](=O)[O-])c1	-24%	13%	?	4%[59 µM]	-3%
10%	-8%	1	-23%	Cc1c(NS(=O)(=O)c2ccc(N3CCN(C)CC3)c([N+](=O)[O-])c2)c(=O)n(-c2ccccc2)n1C	-16%	?	0%	?	13%
27%	-8%	3	-32%	O=C(Nc1ccc(C(=O)N2CCOCC2)cc1)c1cc(-c2cccnc2)nc2ccc(Br)cc12	1%	-15%	8%	8%[12.7 µM]	-5%
23%	-6%	3	-5%	CC(C)c1ccc(NC(=O)[C@@H]2CCC(=O)N2C2OC(=O)c3ccccc32)cc1 (stereo partly specified)	-14%	1%	-4%	10%[12.7 µM]	-3%
21%	-1%	-2	-1%	O=C(CSc1nc2ccccc2n1Cc1c(F)cccc1Cl)N1CCN(c2ccc(F)cc2)CC1	-7%	-8%	-4%	-4%[59 µM]	-1%
41%[activator]	-9%	-8	-4%	CCOc1cc(CNCCCN2CCOCC2)ccc1OCC(=O)NC(C)(C)C	-9%	0%	-3%	-28%	-2%
43%[activator]	-7%	-14	/	CCc1nc2oc(C(=O)c3ccccc3)c(N)c2c2c1COC(C)(C)C2	2%	-11%	-8%	?	-1%
32%	1%	1	-6%	CC(C)CNC(=O)C(=O)Nc1cc2c3c(c1)CCC(=O)N3CCC2	-5%	-1%	-2%	15%	-7%
63%[activator]	0%	-21	-20%	CC(C)C[C@H]1CN=C(Nc2ccccc2)N1CC1CCCCC1	-16%	8%	-9%	-29%	2%
47%[activator]	5%	-2	/	O=S(=O)(c1ccc(S(=O)(=O)N2CCN(C/C=C/c3ccccc3)CC2)cc1)N1CCCC1	-16%	0%	3%	-1%[59 µM]	1%
32%	-2%	4	-3%	Cc1cccc(NC(=O)c2sc3nc(N4CCOCC4)c4c(c3c2N)CC(C)(C)OC4)c1	-13%	-10%	-7%	-41%[59 µM]	3%
108%	-6%	3	91%[activator]	CCOC(=O)C(C)c1ccc2cc(OC)ccc2c1 (stereo unspecified)	69%[activator]	16%	8%	27%[0.501 µM]	14%
?	-1%	-3	?	O=C(OC(c1ccccc1)c1nccc2ccccc12)c1cc([N+](=O)[O-])cc([N+](=O)[O-])c1 (stereo unspecified)	?	-2%	-1%	10µM*	-3%
14%	4%	-1	-1%	Cc1ccc(-n2c(-c3ccncc3)n[nH]c2=S)cc1C	5µM*	11%	2%	5µM*	-4%
27%	-2%	-2	50µM*	Cc1cc(C(=O)N/N=C/c2cc(Cl)cc([N+](=O)[O-])c2O)n[nH]1	?	3%	0%	/	-16%
21%	i	4	1%	CC(=O)c1cccc(NC(=O)CSc2nnc3ccc(-c4ccc(Br)cc4)nn23)c1	-13%	-1%	-1%	9%[59 µM]	-2%
41%[activator]	6%	-2	-3%[57.1 µM]	COc1ccc(NC(=O)CCCc2nnc3n(C)c(=O)c4sccc4n23)cc1	16%	5%	-1%	6%	7%
84%[activator]	i	-8	/	COC(=O)c1c(C)c(OC(=O)c2c(C)cc(O)c(C=O)c2O)cc(C)c1O	-6%	41%[activator]	-1%	/	0%
34%	-1%	-6	/	Cc1ccccc1Nc1nc(N)nc(COC(=O)c2ccco2)n1	-12%	-18%	-4%	/	14%
-15%	-7%	4	-13%	O=C(c1ccco1)N1CCN(c2ncnc3scc(-c4ccccc4)c23)CC1	-19%	2%	-2%	15%[59 µM]	-8%
23%	-3%	-2	-1%	COC(=O)c1ccc(COc2ccc3c4c(c(=O)oc3c2)CCC4)o1	-23%	-3%	2%	7%[59 µM]	0%
57%[activator]	i	0	-2%	COc1cc(C2C(=O)N(C3CCC(C)CC3)CC(=O)N2CCc2ccc(Cl)cc2)ccc1OC(C)C (stereo unspecified)	-11%	7%	2%	12%[59 µM]	2%
19%	9%	1	4%	CC(=O)Nc1cccc(NC(=O)CSc2nc(=O)n(CCN3CCOCC3)c3c2CCCC3)c1	-3%	-6%	6%	-45%[0.501 µM]	5%
10%	2%	5	-10%	CC(C)(C)NC(=O)NC(=O)COC(=O)c1cccc(NS(=O)(=O)c2ccc(F)c(F)c2)c1	-18%	20%	3%	-5%[59 µM]	2%
60%	-7%	-9	/	CC(C)C[C@@H](CNCC(=O)[C@H](CC(C)C)NC(=O)c1[nH]cnc1C(=O)N[C@@H](C)CN)NC(=O)c1nc[nH]c1C(=O)N[C@@H](CC(=O)O)C(=O)O	50µM*	?	-5%	/	18%
48%[activator]	-1%	-4	-4%	CCc1cccc(C)c1NC(=O)CN1CCN(Cc2ccccc2Cl)S1(=O)=O	6%	5%	-6%	-2%[59 µM]	-4%
16%	-14%	0	-31%	Cc1cc(C(=O)NCCN2C(=O)S/C(=C\c3cccs3)C2=O)ccc1[N+](=O)[O-]	-14%	1%	21%	-13%[59 µM]	2%

# Screening data: PubChem, National Center for Advancing Translational Sciences (NCATS)

# Random draw from the library; any-hit rate near 11%.
